Bioassay records from PubChem BioAssay.
WRN inhibitor: blocks human WRN helicase; WRN helicase unwinding, fluorescent forked duplex, kinetic; AID 651768; Potency, µM (highest dose often 114 µM), without a hit: at the top dose activity change, negative = inhibition, hits mostly inhibitors; hit rate 0.46% among 360,000; Q14191; also: potency is read from the fitted curve at half-maximal effect; % is scaled to controls: 0 for no effect and ±100 for the full control effect; nearly all actives have a fitted effect of over 55% in size
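Fluorescence dequenching readout, ex 525 nm/em 598 nm, kinetic mode: forked duplex DNA (100 nM final) with adjacent fluorophore and quencher unwound by WRN (20 nM final) with 2 mM ATP. Compound preincubation 15 min, room temperature.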
IL-2 act: activators of IL-2; IL-2 activation reporter assay, cell-based qHTS; stimulated with anti-CD3/CD4/CD28 beads; in transgenic mouse T cells; hit rate 0.065% among 360,000; activation, % (series mostly up to about 46 µM); AID 652025; in the data active = activation above about 50%; inconclusive = mostly about 30% to 49%; also: 0% is about no effect
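Unstimulated transgenic mouse T cells; 60-min compound exposure; bead-based TCR/CD4/CD28 stimulation; 18 h culture, 37 degrees C; dual fluorescence (EGFP, DsRed) plate cytometry.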
PLK1 PBD block: PLK1 (human) polo-box domain binding inhibition. P53350. Plk1 PBD binding of FITC phosphopeptide, fluorescence polarization. Potency, µM, for the others: max response, negative = inhibition, hits mostly inhibitors. hit rate 2.8% among 360,000; also: potency is read from the fitted curve at half-maximal effect; series mostly up to about 57 µM; % is scaled to controls: 0 for no effect and ±100 for the full control effect; nearly all actives have a fitted effect of over 65% in size
Target sequence (P53350 whole entry, looked up, the tested form may be a part): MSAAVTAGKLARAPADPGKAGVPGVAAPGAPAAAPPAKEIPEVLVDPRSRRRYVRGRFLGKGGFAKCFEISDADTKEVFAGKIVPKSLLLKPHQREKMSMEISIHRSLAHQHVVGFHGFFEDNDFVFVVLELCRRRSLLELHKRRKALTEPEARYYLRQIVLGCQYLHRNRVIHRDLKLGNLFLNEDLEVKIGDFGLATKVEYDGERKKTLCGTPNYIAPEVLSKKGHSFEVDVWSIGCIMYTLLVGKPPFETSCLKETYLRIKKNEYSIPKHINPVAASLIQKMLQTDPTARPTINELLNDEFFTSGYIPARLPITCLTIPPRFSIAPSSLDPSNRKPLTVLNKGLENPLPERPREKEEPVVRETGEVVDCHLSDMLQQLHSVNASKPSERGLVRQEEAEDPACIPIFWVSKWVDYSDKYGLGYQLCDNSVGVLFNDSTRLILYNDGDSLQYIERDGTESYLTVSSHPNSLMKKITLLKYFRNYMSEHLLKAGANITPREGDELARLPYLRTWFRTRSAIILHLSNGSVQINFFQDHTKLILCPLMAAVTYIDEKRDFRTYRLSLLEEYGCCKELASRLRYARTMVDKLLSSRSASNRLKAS
EPAC1 antag: blocks human EPAC1 exchange factor. AID 720709. hit rate 0.14% among 360,000. Potency, µM (top dose mostly 115 µM), for inactives: top-dose activity change, negative = inhibition, actives largely listed as inhibitors. EPAC1 GEF assay, Rap1b-BODIPY-GDP exchange fluorescence. O95398;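 also: potency is read from the fitted curve at half-maximal effect; plate controls were vehicle for no effect and positive control for full effect; nearly all actives have a fitted effect of over 50% in size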
EPAC2 ag: activates human EPAC2 exchange factor; Potency, µM (series often up to 154 µM), without a hit: at the top dose activation, usual class: activators; EPAC2 activation, biochemical qHTS; response scale: 100% = 6.5 mM cAMP response; hit rate 0.079% among 360,000; AID 720711; also: potency is read from the fitted curve at half-maximal effect; nearly all actives have a fitted effect of over 50% in size
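Setup: EPAC2 100 nM, labeled Rap1B complex 250 nM, free GDP 50 uM. Compound titrations pinned in, brief spin, 5 min room temperature incubation. Kinetic fluorescence read over 30 min, normalized to 6.5 mM cAMP.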
CCT chaperon mod: changes cytosolic chaperonin activity. purified chaperonin ATPase assay, HTRF ADP detection, 30 min. activity change, % (test concentration not listed), hits read low. hit rate 0.3% among 360,000. AID 651819; in the data active = activity change below about -30%; also: % is scaled to controls: 0 for no effect and ±100 for the full control effect
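TRiC (40 or 20 nM final, by batch activity) in 30 mM Tris pH 7.4, 100 mM KCl, 5 mM MgCl2, 1 mM DTT was treated with compound at 76 uM single dose, then 10 uM ATP, 30 min at 37 °C. ADP was read by HTRF Transcreener.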
EPAC1 agonist: activates human EPAC1 exchange factor | EPAC1 agonist qHTS, biochemical assay; response scale: 100% = response to 6.5 mM cAMP | Potency, µM (doses to about 154 µM), for inactives: top-dose activation, hits mostly activators | hit rate 0.073% among 360,000; also: potency is read from the fitted curve at half-maximal effect; nearly all actives have a fitted effect of over 60% in size
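Multi-concentration qHTS readout: loss of Rap1B-bound BODIPY-GDP fluorescence driven by 100 nM EPAC1 with excess GDP (50 uM), monitored kinetically at room temperature; agonist response expressed relative to 6.5 mM cAMP.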
PI5P4Ka inh: blocks human PI5P4K alpha kinase activity | P48426 | PI5P4Kalpha enzyme, ADP-Glo luminescence, 60 min; stronger effect = lower value | max response, % | hit rate 1.2% among 330,000; active = max response of -50% or lower; inconclusive = between -30% and -50%; inactive = -30% or higher; also: value at the top dose of about 77 µM; % is scaled to controls: 0 for no effect and ±100 for the full control effect
Target sequence (P48426 whole entry, looked up): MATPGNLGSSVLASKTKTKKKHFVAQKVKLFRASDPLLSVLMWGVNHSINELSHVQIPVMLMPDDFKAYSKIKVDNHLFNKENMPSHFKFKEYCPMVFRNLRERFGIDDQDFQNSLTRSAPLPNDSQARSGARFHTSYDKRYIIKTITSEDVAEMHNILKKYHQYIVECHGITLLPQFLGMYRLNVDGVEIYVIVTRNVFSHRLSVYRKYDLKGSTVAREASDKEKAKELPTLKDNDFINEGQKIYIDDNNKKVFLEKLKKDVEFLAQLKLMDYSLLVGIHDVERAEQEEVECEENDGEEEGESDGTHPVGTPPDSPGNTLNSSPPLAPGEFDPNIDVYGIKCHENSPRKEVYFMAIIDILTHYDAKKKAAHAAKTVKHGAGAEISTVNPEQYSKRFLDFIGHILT
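PI5P4Kalpha ADP-Glo assay; 5 microM ATP final; 60 min RT reaction; HEPES pH 7.4/EGTA/CHAPS, 5% DMSO; controls lacking substrate or enzyme; luminescent end-point.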
Numbers without * were called inactive; ? = inconclusive; nt = no result given; [ ] = dose if it differs, or a comment. Unless noted, calls follow the shape of the dose curve; as a rule, active = well fitted curve in the direction sought with a large enough effect; inconclusive = small, poorly fitted or top-dose-only effect, or another doubt; inactive = no such curve, though single readings can be large; an effect the other way counts as inactive or inconclusive. An excerpt. The share of hits here may be higher or lower than overall.

SMILES | WRN inhibitor | IL-2 act | PLK1 PBD block | EPAC1 antag | EPAC2 ag | CCT chaperon mod | EPAC1 agonist | PI5P4Ka inh
O=C(O)[C@H](CSCc1ccccc1)NS(=O)(=O)c1ccc(F)cc1 | 5% | 3.7 | -17% | 5% | 2% | -3.1 | 7% | 9
Cc1ccc(NS(=O)(=O)c2ccc3c(c2)OCCCO3)cc1S(=O)(=O)N1CCOCC1 | -5% | 0.4 | -3% | 2% | 11% | 2.4 | 7% | 1
O=C1NC2(CCCC2)C(=O)N1CCS(=O)(=O)Oc1ccccc1 | -9% | 0.5 | -7% | -12% | -2% | 2.1 | -4% | 7
COc1cc(/C=N/NC(=O)c2ccoc2C)ccc1O | -16% | 0.4 | -2% | -6% | -6% | -0.7 | -1% | 6
C/C=C/C(=O)OCC(=O)Nc1cccc(S(=O)(=O)NC2=NCCCCC2)c1 | 4% | -1.4 | 0% | -1% | -6% | -2.0 | -31%[inhibitor] | 4
Cc1cc(C)c(S(=O)(=O)N2CCCCCC2)cc1Br | -3% | -1.0 | -12% | -23% | 7% | 0.7 | -11% | 3
C/C(=N\Nc1c(F)c(F)c(Br)c(F)c1F)c1ccncc1 | -20% | 1.3 | -11% | -5% | 7% | 0.9 | 2% | 20
Oc1ccc(N=Nc2ccccc2-c2nn[nH]n2)c(O)c1 | -16%[11.6 µM] | 0.0 | ? | 11% | -2% | 0.2 | -12% | -63*
O=[N+]([O-])c1ccc(NCCOc2ccccc2Cl)nc1 | -7% | 0.5 | -6% | -27% | 21% | -2.6 | 10% | 12
Cc1cc(C(O)c2ncc(-c3ccc(Oc4ccccc4)cc3)[nH]2)ccc1F (stereo not drawn) | -7% | -0.7 | -5% | -6% | 13% | 2.7 | -4% | 3
COC(=O)c1ccc(CS(=O)(=O)c2ccc(F)cc2)o1 | -10% | 0.1 | -10% | 20% | -4% | 0.6 | -1% | -26
COCC(C)NC(=O)c1ccc2nc(-c3ccccc3)c(-c3ccccc3)nc2c1 (stereo not drawn) | 0% | -0.9 | -20% | 7% | 13% | 1.3 | 6% | 1
N#Cc1c(N)nc2c(c1-c1ccccc1)CCCC2 | 9% | -0.3 | 2% | 14% | 1% | 1.1 | -4% | -8
O=S(=O)(NCc1ccco1)c1ccc(S(=O)(=O)N2CCCC2)cc1 | -4% | 2.2 | -4% | 0% | -3% | 1.0 | 2% | 0
CC(C)(O)/C=C/C(=O)[C@](C)(O)C1[C@H](O)C[C@@]2(C)C3CC=C4C(C=C(O[C@@H]5O[C@H](CO)[C@@H](O)[C@H](O)[C@H]5O)C(=O)C4(C)C)[C@]3(C)C(=O)C[C@]12C (stereo partly drawn) | -3% | 0.4 | -2% | -7% | -2% | -3.6 | -6% | -1
CC(=O)N1CCN(C(=O)CCNS(=O)(=O)c2ccccc2)CC1 | -1% | -0.1 | 4% | 5% | 2% | 1.7 | -2% | 0
C/C(=N/NC(=O)CN1CCN(S(=O)(=O)c2ccc(C)cc2)CC1)c1cccc(O)c1 | -8% | -0.6 | -4% | -2% | -2% | -0.1 | 3% | 1
c1ccc(CSc2nnc(-c3cccs3)o2)cc1 | -7% | -0.4 | -8% | -14% | 23% | 0.3 | 6% | nt
O=C1NC2(CCc3ccccc3C2)C(=O)N1CCOc1cccc(Cl)c1 (stereo not drawn) | 1% | 0.7 | -5% | -16% | -10% | 1.9 | -1% | 2
Cc1cc(C(=O)Nc2ccccc2)c(C)o1 | 4% | -5.4 | -1% | 9% | 4% | 0.4 | -3% | -7
CC(C)(O)[C@@H]1[C@@H]2C[C@@]3(CC[C@]4(C)C(CCC5[C@@]6(C)CC[C@H](O)C(C)(C)C6CC[C@]54C)[C@@H]13)C(=O)O2 (stereo partly drawn) | -1% | 0.8 | 6% | -2% | 3% | -1.8 | -3% | 1
CN(C)c1ccc(/C=N/Nc2ccc(-n3ccnc3)nn2)cc1 | ? | -0.1 | -14% | -1% | -3% | 0.8 | 15% | -12
COc1ccc(N2CCN(C(=O)NC3CCCCC3)CC2)cc1 | 0% | -0.3 | -9% | -4% | 22% | -2.5 | 21% | -8
COc1cccc(NC(=O)C2CC(=O)n3cnnc3S2)c1 (stereo not drawn) | -12%[57.1 µM] | -1.6 | ? | 11% | 3% | 3.0 | 0% | -3
Nc1c(C(=O)N2CCCCC2)sc(=S)n1-c1ccccc1 | -9% | 0.9 | 3µM* | 9% | -8% | 0.4 | -5% | nt
COc1ccccc1CN1CC(C(=O)N2CCN(c3ccc(F)cc3)CC2)CC1=O (stereo not drawn) | -1% | 1.5 | -3% | 0% | -4% | 2.8 | -6% | nt
Cc1ccc(SCc2nc3ccccc3n2CC(=O)Nc2ccc(Cl)cc2)cc1 | -8% | -3.9 | -4% | 4% | 3% | -0.5 | 2% | nt
Cc1cc(OCCCCN2C(=O)NC(C)(C)C2=O)ccc1[N+](=O)[O-] | 13% | -0.4 | 3% | -3% | -4% | -4.8 | -3% | 4
CCOc1cc(C)nc(NCc2ccccc2)n1 | 16% | 0.8 | -28% | 7% | 9% | -0.4 | -2% | 0
CCN1C(=O)[C@H]2[C@@H](c3ccc(Cl)cc3)N3C(=O)CN(CC4CC4)C(=O)[C@@]3(C)[C@H]2C1=O | 1% | 0.0 | -2% | -9% | 9% | -0.1 | 2% | 0
C[C@@H]1CN(S(=O)C(C)(C)C)[C@@H](CCO)/C1=C\CCO (stereo partly drawn) | -3% | 0.4 | -6% | -16% | 2% | 1.0 | 8% | 2
CCOC(=O)c1c(O)c2cc(Cl)ccc2n(CC)c1=O | 1% | 1.2 | 1% | 3% | 1% | -0.3 | -2% | -2
C/C(N)=C(/C#N)C(=O)COC(=O)CSc1ccc2ccccc2c1 | -15% | 1.8 | -6% | 0% | 3% | -2.8 | 16% | nt
O=C(O)c1[nH]c2ccc(Br)cc2c1CCN1C(=O)c2cccc([N+](=O)[O-])c2C1=O | -9% | 0.4 | -27% | -4% | 7% | -0.7 | -7% | -11
COc1ccccc1N1CCN(CC(=O)Nc2cc(F)ccc2C)CC1 | 1% | -3.0 | -9% | -1% | 9% | 0.6 | 3% | 2
COc1ccc(C(=O)/C=C/C(=O)N(CC(=O)NC2CCCCC2)Cc2ccccc2OC)c(O)c1 | -18% | 0.3 | ? | -14% | -7% | -1.6 | 3% | -11
CCCCCNC(=O)C(c1ccnc2ccccc12)n1c(=O)c(-c2cc3ccccc3[nH]2)nc2ccccc21 (stereo not drawn) | -8% | -0.2 | 3% | -10% | -3% | nt | -9% | 1
CN(CCCN1CCOCC1)C(=O)c1cc(COc2ccc(F)cc2F)on1 | 4% | -2.8 | ? | -22% | -8% | -1.0 | -7% | 5
O=C(Nc1ccccc1N1CCOCC1)c1ccc(Cl)nc1 | 8% | 0.9 | -6% | -11% | 9% | -1.2 | 6% | 6
Cc1ccc(S(=O)(=O)N2CC=C(C(=O)NCCC(C)C)CC2)cc1 | -2% | -1.4 | -3% | 4% | -9% | -0.5 | 12% | -4
COc1ccccc1N1CCN(CCN(C(=O)c2ccc(F)cc2)c2ccccn2)CC1 | 6% | 0.2 | -10% | 3% | -2% | 1.2 | -10% | -6
O=[N+]([O-])c1ccc(C2=CSC3=NCCN23)cc1 | -3% | -5.0 | -3% | 5% | 20% | 4.1 | -1% | -8
Cc1ccccc1NC(=O)C(C)Sc1nnc(CN2CCCC2)n1Cc1ccccc1 (stereo not drawn) | 7% | -0.9 | 0% | 22% | 0% | -1.7 | -3% | -3
CN1C(=O)N(C)C2C1N(CN1CCCCC1)C(=O)N2CN1CCCCC1 (stereo not drawn) | -8% | 0.9 | -1% | 6% | 1% | -3.5 | 0% | -6
CCOc1ccc2nc(NC(=O)c3cnc(C)cn3)sc2c1 | -4% | 0.5 | -7% | -7% | 4% | -4.1 | 6% | -15

Single records, from the list above.
COc1ccccc1N1CCN(CCN(C(=O)c2ccc(F)cc2)c2ccccn2)CC1 as listed: WRN inhibitor: 6%; IL-2 act: 0.2; PLK1 PBD block: -10%; EPAC1 antag: 3%; EPAC2 ag: -2%; CCT chaperon mod: 1.2; EPAC1 agonist: -10%; PI5P4Ka inh: -6
COc1ccc(C(=O)/C=C/C(=O)N(CC(=O)NC2CCCCC2)Cc2ccccc2OC)c(O)c1 as listed: WRN inhibitor: -18%; IL-2 act: 0.3; PLK1 PBD block: ?; EPAC1 antag: -14%; EPAC2 ag: -7%; CCT chaperon mod: -1.6; EPAC1 agonist: 3%; PI5P4Ka inh: -11

Additional structures follow:
SMILES | WRN inhibitor | IL-2 act | PLK1 PBD block | EPAC1 antag | EPAC2 ag | CCT chaperon mod | EPAC1 agonist | PI5P4Ka inh
CC1CCCCCCC1OC(=O)c1ccccc1C(=O)O (stereo not drawn) | 5% | 0.6 | -4% | 0% | -9% | -1.9 | -2% | 4
Cc1cnc(C(=O)Nc2ccc(OC(F)(F)F)cc2)cn1 | 1% | 1.1 | -5% | -6% | 1% | 0.0 | 8% | 5
COc1ccc(-c2cc(C(=O)N3CCOCC3)no2)cc1OC | 1% | -2.3 | -9% | -6% | 11% | -0.6 | 7% | nt
CNC[C@@H]1Oc2c(NC(=O)Nc3ccc(F)cc3)cccc2C(=O)N([C@H](C)CO)C[C@@H]1C | 4% | -0.3 | -11% | 4% | 4% | -1.3 | -3% | 3
Cc1nc(NC(=O)c2ccccc2[N+](=O)[O-])sc1C(=O)N(C)C | -4% | -1.7 | -8% | 7% | 10% | 2.1 | 0% | 1
CN(C)CCCNC(=O)C[C@H]1C[C@H](C(=O)N2CCOCC2)[C@@]2(CCC3CCCC3)c3[nH]c4cc(CCC(=O)N(C)C)ccc4c3CCN2C1=O | -1% | 0.5 | -7% | -13% | 3% | -0.6 | 5% | 1
CCOC(=O)c1ccc2nc(C)c(CCC(C)=O)c(Cl)c2c1 | -3% | -1.5 | -4% | 3% | 8% | 0.5 | -3% | 11
O=C(O)c1ccc(-c2ccc(O)c(F)c2)cc1 | 3% | -3.9 | -12% | -5% | 17% | -1.6 | -5% | 0
CCCC(=O)Nc1nnc(S(=O)(=O)N(CC)c2ccccc2)s1 | 7%[57.1 µM] | -2.7 | 1% | 6% | -2% | -0.5 | 1% | -1
Cc1cc(-c2nnco2)c(C)n1-c1ccc(F)cc1 | -12%[57.1 µM] | -0.4 | 3% | -3% | 6% | -8.9 | 5% | nt
O=C1NC(=O)C(c2ccccc2)(c2ccccn2)N1 (stereo not drawn) | 3% | -0.8 | -8% | -13% | 12% | -2.1 | 8% | 2
